# S100A4 inh HTS = inhibitors of human S100A4 binding to myosin IIA peptide. hit rate 0.14% among 360,000. inhibition, % at 10.7 µM. S100A4/TAMRA-MyoIIA peptide fluorescence polarization. P26447;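 active = mean inhibition of at least 70% across replicates, with every replicate also reaching that level; inconclusive = mean inhibition reaches 70% but some replicates fall short; inactive = mean inhibition below 70%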
# Target sequence (P26447 whole entry, looked up): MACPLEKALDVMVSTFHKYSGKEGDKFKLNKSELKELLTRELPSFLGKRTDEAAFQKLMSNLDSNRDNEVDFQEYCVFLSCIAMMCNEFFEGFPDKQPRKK
#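 Material: S100A4 monomer protein | Medium: HEPES pH 7.2 with CaCl2, KCl, NaCl, DTT, Triton | Reagent: Labelled myosin peptide probe, 5 nM | Doses: One dose per compound | Times: 5 min incubation before reading | Benchmarks: Neutral control DMSO, positive control TFP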
# Statin myotox sup = protects C2C12 myotubes from simvastatin toxicity | ATP luminescence, 48 h; scaled: DMSO 0, geranylgeraniol control 100 | rescue of ATP level, % at 7.49 µM | hit rate 0.78% among 330,000 | AID 602340;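 active = mean ATP rescue above about 67%, or every replicate alone reaching that limit, limit read from the data, passing the limit was not always enough; inconclusive = no clear call, values can overlap the other calls; inactive = mean under the limit and some replicate under it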;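 note: myotubes were challenged with 10 µM simvastatin during compound exposure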
# LGR2 inh = blocks bursicon-induced cAMP signaling via Drosophila LGR2; hit rate 0.35% among 380,000; AID 720647; inhibition, % at 9.99 µM; HEK293 LGR2, CRE-luciferase, bursicon-stimulated, 4 h;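 active = drop in luminescence signal, shown as inhibition above about 50% in the replicate tests, limit read from the data, passing the limit was not always enough; inconclusive = probably only some replicates passing the limit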;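 note: agonist challenge used bursicon conditioned medium at about half maximal strength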
# SIRT5 inh = sirtuin-5 (human) deacylase inhibition; inhibition, % at 15 µM; AID 652115; Purified SirT5, succinyl-peptide AMC, trypsin-coupled fluorescence; hit rate 1.1% among 330,000; Q9NXA8; in the data active = inhibition above about 15%; inconclusive = no clear call, values can overlap the other calls
# Target sequence (Q9NXA8 whole entry, looked up): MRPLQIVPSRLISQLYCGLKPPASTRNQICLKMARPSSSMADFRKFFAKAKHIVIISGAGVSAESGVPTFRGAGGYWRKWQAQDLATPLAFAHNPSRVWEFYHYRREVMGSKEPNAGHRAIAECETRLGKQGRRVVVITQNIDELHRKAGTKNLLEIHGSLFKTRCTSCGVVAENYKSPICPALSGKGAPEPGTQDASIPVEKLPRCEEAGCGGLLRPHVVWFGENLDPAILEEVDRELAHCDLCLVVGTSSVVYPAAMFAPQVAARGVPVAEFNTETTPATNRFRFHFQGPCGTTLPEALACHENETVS
# esBAF inh = blocks esBAF chromatin remodeling in mouse ES cells; Bmi1-luciferase knock-in reporter, 24 h; 100% = twice the neutral-well signal; hit rate 2% among 350,000; reporter increase, % at 12.5 µM; in the data active = activation above about 40%; inconclusive = no clear call, values can overlap the other calls;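 note: 0% = median of the plate's neutral control wells and 100% = double that signal; a rise in the Bmi1 reporter signal indicates esBAF inhibition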
# FN deposition inh = fibronectin deposition inhibition; AH1F fibroblasts, Alexa488-fibronectin deposition fluorescence, overnight; hit rate 0.086% among 350,000; inhibition, % at 12.6 µM; AID 743247;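 active = mean inhibition across replicates of 30% or more, regardless of how many single replicates reach that level; inconclusive = mean under 30% yet at least half of replicates reach 30%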;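 note: positive control wells lacked labelled fibronectin entirely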
#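 Test system: AH1F fibroblast monolayer depositing Alexa488-labelled fibronectin into matrix. Input: 10000 cells per well. Technique: fluorescence, ex 485 nm, em 525 nm. Buffer or medium: DMEM plus 2% serum, read in PBS. Timing: 1 h cell adhesion before compound, then overnight fibronectin incubation. Compound: single dose, pinned. Read-out basis: inhibition from reduced deposited-fibronectin fluorescence.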
# Casp6 inh = blocks human caspase-6 cleavage activity. P55212. purified caspase-6, Z-VEID-R110 cleavage fluorescence. inhibition, % at 12.5 µM. hit rate 0.53% among 350,000. AID 686996;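 active = mean inhibition across replicates at least about 35%, with every replicate also reaching that limit, limit read from the data; inconclusive = only one of the two criteria met; inactive = neither criterion met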;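 note: 0% = median of neutral control wells and 100% = no fluorescence left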
# Target sequence (P55212 24-179 limits assumed): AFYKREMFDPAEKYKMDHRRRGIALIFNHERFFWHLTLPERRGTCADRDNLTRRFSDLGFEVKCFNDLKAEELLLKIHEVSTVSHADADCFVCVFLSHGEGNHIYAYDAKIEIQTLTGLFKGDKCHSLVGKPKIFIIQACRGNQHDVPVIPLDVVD
# Target sequence (P55212 194-293 limits assumed): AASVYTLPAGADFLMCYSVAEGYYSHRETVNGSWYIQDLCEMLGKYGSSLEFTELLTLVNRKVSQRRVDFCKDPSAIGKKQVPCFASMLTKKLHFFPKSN
# An asterisk follows results filed as active; ? = inconclusive; · = not tested or not shown; & = joins results of further samples; ! = repeats disagree. These rows are one share of the data, so the mix of outcomes need not match the whole.
# Values in the order: S100A4 inh HTS	Statin myotox sup	LGR2 inh	SIRT5 inh	esBAF inh	FN deposition inh	Casp6 inh
- O=C1CC(C(=O)N2CCC(N3CCC(C(=O)NC4CC4)CC3)CC2)c2ccccc21 (stereo not drawn)
    -10	1	5	1	9	4	-2
- C[C@@H]1CN([C@H](C)CO)C(=O)Cc2cc(NS(=O)(=O)c3cccs3)ccc2O[C@@H]1CN(C)C(=O)Nc1cccc2ccccc12
    ·	25	12	·	0	·	·
- COc1ccc(N2CCN(C(=O)Nc3ccccc3C)CC2)cc1
    -3	11	-14	1	-6	-4	2
- COc1cc2c(cc1C1NC(=S)NC(C)=C1C(N)=O)CCCC2 (stereo not drawn)
    -17	·	-24	-3	·	-6	1
- O=[N+]([O-])c1ccc(SCc2c(F)cccc2Cl)nc1
    -3	1	-20	0	8	2	-2
- COc1cccc(C2CC(=O)C3=C(C2)Nc2ccccc2N(C(=O)CCC(=O)O)C3c2ccc(F)cc2)c1 (stereo not drawn)
    3	·	-3	6	-6	-2	3
- CCOC(=O)c1ccccc1NC(=O)CN(c1ccccc1C)S(C)(=O)=O
    ·	6	·	·	1	-4	·
- COc1ccccc1-c1ccccc1[C@H]1[C@@H](C#N)N(C(=O)C2CC2)[C@@H]1CO
    -16	·	-13	13	·	-8	0
- Cc1ccc(NC(=O)N2CCN(c3ccccn3)CC2)cc1
    -1	92*	-7	-1	10	·	-1
- CC1CCC(C(=O)c2c(O)c3ccccc3oc2=O)CC1 (stereo not drawn)
    ·	-6	·	·	7	-4	·
- CC1CCN(c2ccc3nnc(CCC(=O)NC(C)C)n3n2)CC1
    -2	3	10	-5	-5	8	0
- O=C(C[C@@H]1C=C[C@@H](NC(=O)CN2CCOCC2)[C@H](CO)O1)NCCc1ccncc1
    6	·	5	0	·	-17	2
- O=C(C[C@@H]1C[C@H]2c3cc(NC(=O)CC4CC4)ccc3O[C@H]2[C@H](CO)O1)NCc1cccc(F)c1
    5	0	17	2	3	-8	-6
- Cc1cc(OCC(=O)OCC(=O)NCC2CCCO2)ccc1Cl (stereo not drawn)
    -2	-1	-10	-2	1	-6	-3
- CC1(C)CNc2cc([N+](=O)[O-])ccc2S1
    -6	4	-3	3	34	9	-1
- NNc1nc(-c2ccccc2Cl)nc2ccccc12
    -3	4	2	-2	8	3	0
- Cc1ccc(-c2nc(N)s[n+]2-c2ccccc2)cc1
    -8	·	-52	1	·	4	1
- COc1ccc(C(=O)N2CCN(Cc3cn[nH]c3-c3ccc(OC)cc3F)CC2)cc1
    1	0	3	1	-1	-7	2
- CCO[C@H]1OC(C(=O)O)=C[C@@H](c2ccc(C(F)(F)F)cc2)[C@@H]1CCCO
    -6&0	4	9	11&-1	-2	9	0&1
- COc1ccc(OC(=O)N(C)C[C@@H]2OCc3ccccc3-c3ccccc3C(=O)N([C@@H](C)CO)C[C@@H]2C)cc1
    -20	·	21	6	1	3	2
- COc1ccc(S(=O)(=O)N(C)C[C@@H]2Oc3ncc(C#Cc4ccc(OC)c(OC)c4)cc3C(=O)N([C@H](C)CO)C[C@@H]2C)cc1
    -9	-66	-15	?	11	·	2
- Cc1ccccc1NP(=O)(c1ccccc1)c1nc2ccccc2s1 (stereo not drawn)
    2	·	-10	-3	·	0	2
- C[C@@H]1CN([C@@H](C)CO)C(=O)c2cc(NC(=O)C3CC3)ccc2O[C@H]1CN(C)C
    4&-7	-5&-24	21&2	42*!	-1&4	-5&-1	1&2
- COc1ccc2c(c1)C1NC(=S)NC(C)(O2)C1C(=O)Nc1ccccc1C (stereo not drawn)
    ·	10	·	·	-5	2	·
- C[C@H](CO)N1C[C@H](C)[C@H](CN(C)S(=O)(=O)c2cccc(F)c2)Oc2cc(C#CCN(C)C)ccc2S1(=O)=O
    -10	-19	1	5	-3	5	-1
- C[C@H](CO)N1C[C@H](C)[C@H](CN(C)S(=O)(=O)c2cccs2)Oc2ccc(NC(=O)Nc3ccc4c(c3)OCO4)cc2CC1=O
    -1&8	-30	4&-6	-3&4	14	2	-2&3
- COc1cc(C(=O)NC(=S)Nc2cccc3nc(C)ccc23)cc(OC)c1OC
    1	-8	-7	-3	-3	-14	-1
- O=C(NCC[C@H]1CC[C@@H](NC(=O)c2ccncc2)[C@H](CO)O1)Nc1ccc(Cl)cc1
    6	-6	-7	0	5	-4	-3
- CCOc1cccc2cc(C(=O)NCc3cccnc3)c(=O)oc12
    ·	20	11	·	12	-4	·
- COC(=O)C[C@H]1C[C@@H]2c3cc(NC(=O)Nc4ccc(OC)cc4)ccc3O[C@@H]2[C@@H](CO)O1
    ·	-7	23	·	2	-7	·
- CCC[N+]1(CC#CC(O)(c2ccccc2)C2CCCCC2)CCCCC1 (stereo not drawn)
    3	·	7	-6	·	-2	-3
- Cc1oc(-c2ccccc2Cl)nc1CSCC(=O)NC1CC1
    ·	21	·	·	9	6	·
- CCCCN(CC)C(=S)Nc1ccc2nc3n(c(=O)c2c1)CCCCC3
    ·	1	23	·	3	8	·
- COc1ccccc1C(=O)Nc1ccncc1
    -6	-7	6	·	-3	-1	0
- CCSC1=N/C(=C\c2cccc(F)c2)C(=O)S1
    0	·	·	4	·	6	4
- Cc1c(C(=O)N2CCN(S(=O)(=O)c3ccc(F)cc3)CC2)oc2ccccc12
    -3	21	-5	5	10	·	3
- Cc1ccc(S(=O)(=O)N(C)C[C@@H]2Oc3cc(C4=CCCC4)ccc3S(=O)(=O)N([C@H](C)CO)C[C@H]2C)cc1
    3	-85	-10	3	17	·	0
- O=C(NC1Cc2ccccc2C1)[C@H]1[C@H](CO)[C@H]2Cn3c(ccc(-c4ccccc4F)c3=O)[C@@H]1N2
    -1	16	1	-8	2	·	2
- COC(=O)c1ccc(-c2ccc(/C=N/NC(=O)Cc3nnc(N)s3)o2)cc1
    -3	·	-39	-4	·	-4	1
- CCc1ccc(CNC(=O)C2CCN(S(=O)(=O)N3CC(C)CC(C)C3)CC2)cc1 (stereo not drawn)
    -7	4	5	-2	2	-30	1
- Cn1ncc2c(NNC(=O)c3ccc(Cl)cc3Cl)ncnc21
    0	·	5	-7	·	1	-2
- C[C@@H]1CCCCO[C@H](CN(C)C(=O)Nc2cccc3ccccc23)[C@@H](C)CN([C@@H](C)CO)C(=O)c2cc(NC(=O)CCCN(C)C)ccc2O1
    2	·	2	-9	-3	·	-2
- C[C@H](CO)N1C[C@H](C)[C@@H](CN(C)Cc2ccc3c(c2)OCO3)Oc2ncc(Br)cc2C1=O
    7	·	-9	-4	1	·	5
- CC(C)CC#Cc1cnc2c(c1)C(=O)N([C@@H](C)CO)C[C@@H](C)[C@H](CN(C)C(=O)C1CCCCC1)O2
    -1	21	5	0	8	-4	7
- Cc1ccc(C(=O)NC2CC(C)(C)NC(C)(C)C2)cc1S(=O)(=O)N1CCCCC1
    -8	7	9	1	-9	-3	-4
- CC(=O)Nc1nnc(CCS(=O)(=O)c2ccc(Cl)cc2)s1
    -1	·	7	-1	·	·	-1
- C=CC[C@]12CCc3sccc3C1N(c1ccc(C(=O)OCC)cc1)C2=O (stereo partly drawn)
    4	2	6	·	3	15	-2
- COc1ccc(NC(=O)Nc2ccc3c(c2)C(=O)N([C@H](C)CO)C[C@H](C)[C@@H](CN(C)S(=O)(=O)c2ccc(Cl)cc2)O3)cc1
    -9	·	-4	1	-1	-8	0
- CCN1CCN(S(=O)(=O)c2ccc(Cl)c(C(=O)N(CC)CC(=O)Nc3ccc(OC)cc3)c2)CC1
    2	-3	-6	3	-6	1	0
- O=C(Oc1c(-c2ccccc2Cl)oc2ccccc2c1=O)c1ccc(Cl)cc1
    -2	·	7	·	·	5	-1
- Cn1nc(C(C)(C)C)c([N+](=O)[O-])c1C(=O)Nc1ccc(Br)cc1
    0	-9	5	2	-9	-2	-1
- CCOc1ccc(N2CC(C(=O)Nc3ccccc3C(=O)NC3CC3)CC2=O)cc1 (stereo not drawn)
    1	3	17	-1	0	-6	-1
- O=C1CC(=O)C(n2cncn2)C(c2cccc(Cl)c2)C1 (stereo not drawn)
    ·	-5	·	·	-4	-5	·
- Cc1cccc(-c2ccc([C@H]3[C@@H](CO)N4CCCCN(C(=O)c5cccnc5)C[C@H]34)cc2)c1
    1	·	0	-4	·	·	5
- Cc1ccc(O)c(CNn2cnnc2)c1
    ·	9	·	·	11	3	·
- CCCc1cc(=O)[nH]c(SCC(=O)NN(c2ccccc2)c2ccccc2)n1
    2	·	·	1	·	-4	1
- N#CCSc1nnc(-c2ccc3c(c2)OCO3)o1
    5	1	14	-4	-1	1	-1
- O=C(Nc1ccc(F)cc1)N1C[C@H]2[C@@H](c3ccccc31)[C@@H](CO)N2C(=O)c1ccncc1
    -2	4	3	1	10	-19	0
- COc1ccc(CCNC(=O)COC(=O)c2cccs2)cc1
    -6	-1	-4	-4	1	-18	2
- COc1cc(/C=N/NC(=O)c2cccc(NC(=O)c3ccccc3C)c2)ccc1O
    1	-15	3	0	5	-7	5

# Additional compounds:
# Values in the order: S100A4 inh HTS	Statin myotox sup	LGR2 inh	SIRT5 inh	esBAF inh	FN deposition inh	Casp6 inh
- C=CCN1CCN(C(=O)c2cc3c(s2)CCCC3)CC1
    -4	-4	-8	-3	10	-8	0
- C[C@@H]1CN([C@@H](C)CO)C(=O)c2cc(C#Cc3ccccc3F)cnc2O[C@H]1CN(C)C(=O)C1CCC1
    0	·	-31	-2	·	·	-2
- CC1CCCCC1NS(=O)(=O)CCNC(=O)c1ccccc1 (stereo not drawn)
    -14	6	-17	-3	1	-1	-1
- O=C(CCN1C(=O)[C@@H]2Cc3ccccc3CN2C1=O)N[C@@H](C(=O)O)c1ccccc1
    -4	9	2	-3	-5	·	-2
- COc1cc(OC)c(C(=O)OCC(=O)Nc2c(C)n(C)n(-c3ccccc3)c2=O)cc1OC
    1	3	3	1	3	-2	-1
- O=C(CN1C(=O)NC2(CCCCC2)C1=O)NCC(=O)Nc1ccc(F)c(F)c1
    -1	0	-8	-2	-3	·	-3
- COc1cccc(NC(=O)CS(=O)(=O)Cc2nc(-c3ccc(C)cc3)oc2C)c1
    -5	5	-10	-10	7	4	5
- COc1ccccc1C(=O)COC(=O)CN1C(=O)C2CC=CCC2C1=O (stereo not drawn)
    22	-12	7	-5	-7	4	0
- CO[C@@H]1CN(C)C(=O)c2cc(NC(=O)C3CC3)ccc2OC[C@@H](C)N(Cc2ccccc2)C[C@H]1C
    -2	15	-5	1	7	-7	1
- O=C(CCNC(=O)c1ccc([N+](=O)[O-])cc1)Nc1cccc(S(=O)(=O)N2CCOCC2)c1
    -6	9	-1	-13	-6	·	2
- C[C@@H]1CCCCO[C@@H](CN(C)C(=O)Cc2ccccc2)[C@@H](C)CN([C@H](C)CO)C(=O)c2cc(NC(=O)c3ccncc3)ccc2O1
    6	·	10	0	1	·	-1
- Cc1ccc(C)c(S(=O)(=O)N2CCCC2CNC(=O)C(=O)Nc2ccccc2)c1 (stereo not drawn)
    -5	5	11	-3	-8	4	1
- Cc1ccc(NS(=O)(=O)c2cc3[nH]c(=O)c(=O)[nH]c3cc2C)c(C)c1
    -3	-3	1	1	1	-3	2
- COCC(=O)N1[C@H](C#N)[C@H](c2ccccc2-c2ccccc2F)[C@H]1CO
    7	·	5	-4	·	-13	-2
- CN(Cc1cnccn1)Cc1nc(Cc2cccc(F)c2)no1
    2	1	1	-2	1	·	1
- C[C@@H](NC(=O)c1ncn2c1c(=O)[nH]c1ccc(Br)cc12)c1ccccc1
    2	4	4	-7	7	4	-3

# Bioassay records: PubChem BioAssay, Broad Institute
